High-throughput results as filed in PubChem.
zVAD death inh: inhibitors of zVAD-triggered necroptosis, primary screen, L929 cells; viability rescue, % at 10 µM; L929 zVAD necroptosis rescue, ATP luminescence, 24 h; with zVAD 60 µM; hit rate 0.38% among 220,000; AID 1377, 2008;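 active = activation, scaled between plate controls, above about 75%, limit read from the data; inactive = activation under that limit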;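 note: 0% = zVAD with DMSO and 100% = DMSO alone without zVAD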
TNF necrop inh: inhibitors of TNF-alpha triggered necroptosis, primary screen, cell-based, Jurkat FADD-/-, single concentration. AID 463075, 2010. activation (protection from cell death), % at 10 µM. hit rate 0.068% among 220,000. Jurkat FADD-/- TNF necroptosis rescue, ATP luminescence, 24 h; 0 = TNF only, 100 = no-TNF cells;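 active = activation, meaning protection from cell death, of at least 50% relative to plate controls; inactive = activation below 50%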;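 note: necroptosis triggered by 40 ng/mL TNF-alpha added together with compound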
Hck-Nef inh: inhibitors of Nef-activated human Hck kinase, primary screen, biochemical, Z-Lyte FRET, 384-well, Hck-YEEI; Tyrosine-protein kinase HCK (Homo sapiens), P08631; Recombinant Hck-YEEI plus Nef, Z-Lyte FRET kinase assay; inhibition, % at 20 µM; hit rate 0.68% among 220,000; AID 463187, 2010;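 active = Hck-Nef kinase inhibition above about 50%, limit read from the data; inactive = inhibition below that limit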;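 note: 0% = DMSO with Hck plus Nef and 100% = Hck alone without Nef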
Target sequence (P08631 whole entry, looked up): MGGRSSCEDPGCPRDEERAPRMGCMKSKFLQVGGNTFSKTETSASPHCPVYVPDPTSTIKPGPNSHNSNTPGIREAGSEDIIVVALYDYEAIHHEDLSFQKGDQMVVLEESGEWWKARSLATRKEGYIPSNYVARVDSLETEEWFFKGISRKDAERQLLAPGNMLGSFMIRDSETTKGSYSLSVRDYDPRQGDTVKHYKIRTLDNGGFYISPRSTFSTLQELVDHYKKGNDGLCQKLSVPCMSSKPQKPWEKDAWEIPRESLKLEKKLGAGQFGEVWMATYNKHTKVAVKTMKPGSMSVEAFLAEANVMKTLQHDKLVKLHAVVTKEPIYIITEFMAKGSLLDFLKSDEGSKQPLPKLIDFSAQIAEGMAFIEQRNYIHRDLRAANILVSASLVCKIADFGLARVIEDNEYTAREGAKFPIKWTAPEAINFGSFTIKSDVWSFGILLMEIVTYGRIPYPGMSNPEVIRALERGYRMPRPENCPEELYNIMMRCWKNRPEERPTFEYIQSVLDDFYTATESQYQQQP
thrombin 1536: human alpha-thrombin inhibitors, primary screen, counter-screen for coagulation protease inhibitor project, biochemical, 1536-well, fluorogenic AMC substrate; AID 1046, 2008; hit rate 0.26% among 220,000; Boc-VPR-AMC fluorogenic substrate cleavage; inhibition, % at 5 µM;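 active = inhibition at or above 40%; inactive = inhibition below 40%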;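 note: 0% = enzyme with no compound and 100% = wells without enzyme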
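signal = AMC fluorescence, 355/460 nm | material = human alpha-thrombin enzyme | control set = enzyme without compound as high, wells lacking enzyme as low | times = reaction at room temperature | read-out basis = percent inhibition scaled between no-compound controls and no-enzyme blanks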
KCC2 mod: KCC2 cotransporter modulators, thallium flux, primary screen, cell-based, HEK293 KCC2, FluoZin-2 fluorescence, MLSMR | Solute carrier family 12 member 5 (Homo sapiens), Q9H2X9 | KCC2 cells, thallium flux FluoZin-2 fluorescence | B-score of Tl+ flux slope (higher = more flux/activation; lower = inhibition) at 10 µM | hit rate 2.2% among 190,000 | AID 1456, 2008;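 active = thallium flux slope and its plate-corrected score both differing from the plate sample mean at a set confidence after two filtering rounds, in either direction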;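 note: slope of fluorescence scaled to starting intensity during 10 to 20 s after thallium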
hK5 inh: human KLK5 protease inhibitors, primary screen, biochemical, 1536-well. Kallikrein-5 (Homo sapiens), Q9Y337. recombinant hK5, fluorogenic AMC substrate cleavage. inhibition, % at 5 µM. hit rate 0.59% among 210,000. AID 873, 2007;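 active = inhibition of 40% or more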;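 note: 0% = enzyme controls without compound and 100% = no-enzyme blanks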
Target sequence (Q9Y337 67-293 limits assumed): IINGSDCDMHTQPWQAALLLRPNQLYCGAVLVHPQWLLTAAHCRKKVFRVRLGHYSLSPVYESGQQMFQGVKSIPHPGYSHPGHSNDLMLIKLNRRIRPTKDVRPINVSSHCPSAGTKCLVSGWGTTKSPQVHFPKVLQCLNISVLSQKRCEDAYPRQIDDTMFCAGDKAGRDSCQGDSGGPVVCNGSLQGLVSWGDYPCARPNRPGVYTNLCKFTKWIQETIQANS
FXIIa inh: human FXIIa protease inhibitors, primary screen, biochemical, 1536-well; AID 800, 2007; Coagulation factor XII (Homo sapiens), P00748; purified FXIIa, Boc-QGR-AMC fluorogenic substrate, 2 h; inhibition, % at 5 µM; hit rate 0.3% among 220,000; in the data active = inhibition above about 40%;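 note: 0% = enzyme with no compound and 100% = blank without enzyme; many of its hits are not listed in these tables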
Rad51 HR inh: human RAD51 strand exchange inhibitors, primary screen, biochemical, fluorescence | hit rate 0.085% among 200,000 | inhibition, % at 10 µM | hRad51 DNA strand exchange, fluorescence dequenching;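 active = inhibition above 40% at the single screening dose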;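 note: 0% = DMSO control wells and 100% = blanks with heterologous ssDNA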
Target sequence (Q06609 whole entry, looked up): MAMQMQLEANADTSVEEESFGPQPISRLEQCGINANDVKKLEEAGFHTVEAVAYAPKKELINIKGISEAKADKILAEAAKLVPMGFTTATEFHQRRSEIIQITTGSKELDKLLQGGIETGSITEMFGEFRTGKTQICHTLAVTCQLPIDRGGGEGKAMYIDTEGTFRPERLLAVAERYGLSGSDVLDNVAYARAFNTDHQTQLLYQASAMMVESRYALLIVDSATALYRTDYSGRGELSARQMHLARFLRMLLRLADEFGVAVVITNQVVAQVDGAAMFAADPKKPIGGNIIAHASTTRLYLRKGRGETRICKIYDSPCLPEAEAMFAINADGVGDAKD
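System: human Rad51 nucleoprotein filaments preassembled on unlabelled ssDNA. Reagent: labelled 47-mer dsDNA for strand exchange. Schedule: 30-min compound preincubation and 15-min exchange, both room temperature. Measured by: FRET fluorescence dequenching, excitation 485 nm, emission 520 nm. Read-out: Fluorescence-based percent inhibition, control- and blank-normalised. Benchmarks: plate controls and plate blanks.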
FXIa inh 1536: human FXIa protease inhibitors, primary screen, biochemical, 1536-well; hit rate 0.14% among 220,000; purified FXIa, Boc-Glu-Ala-Arg-AMC fluorogenic substrate; inhibition, % at 5 µM; Coagulation factor XI (Homo sapiens), P03951; AID 798, 2007;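 active = inhibition of at least 40%; inactive = inhibition below 40%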;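 note: fluorescence of freed AMC excited at 355 nm; 0% = enzyme without compound and 100% = no enzyme blank; many of its hits are not listed in these tables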
Numbers without * were called inactive; . = not tested or not shown. An excerpt (hit frequency here may not be typical).

SMILES	zVAD death inh	TNF necrop inh	Hck-Nef inh	thrombin 1536	KCC2 mod	hK5 inh	FXIIa inh	Rad51 HR inh	FXIa inh 1536
CCOc1[nH]c(/N=C/c2ccco2)c(C#N)c1C#N	0.3	-6.1	3	-3	-0.25	2	4	.	-3
CCOC(=O)c1sc2nc(C)nc(SCC(=O)NC(C)CCc3ccccc3)c2c1C (stereo not drawn)	0.9	1.1	2	-1	0.099	-20	7	-34	4
CCCn1c(NCc2cc(OC)ccc2OC)nc2ccccc21	-0.7	2.4	0	8	.	-2	27	2	9
Cc1ccc(S(=O)(=O)NCC(=O)OCN2C(=O)c3ccccc3C2=O)cc1	-0.1	0.4	4	0	-0.79	-5	17	21	4
CCOc1c(N2CCCCC2)c(=O)c1=O	1.2	-0.1	1	2	0.45	0	5	-2	3
Cc1ccc(-c2csc3nc(CSc4nnc(-c5ccc(Cl)cc5)n4C)[nH]c(=O)c23)cc1	0.0	-1.9	-24	21	0.79	-3	8	.	6
O=C(NCc1ccco1)c1cc(-c2ccccc2)c(N2CCOCC2)s1	0.0	-3.1	3	4	-0.45	-12	17	-3	8
O=C(O)CSc1nc(-c2ccccc2)c(-c2ccccc2)[nH]1	0.1	0.1	12	-1	0.39	0	6	8	1
COCc1cc(=O)n2[nH]c(-c3cccc(Br)c3)cc2n1	0.7	-2.7	4	5	-0.011	27	14	10	1
COc1ccc2c(c1)oc(=O)c1cc(OC)ccc12	50	-1.3	31	-5	-1.7	-4	0	-5	-5
CC(=O)COc1cc(C)cc2oc(=O)cc(-c3ccccc3)c12	2.3	-2.2	6	-6	0.76	-1	6	7	-3
CCCCNC(=S)N(Cc1c(C)noc1C)c1ccccc1	-0.3	-1.5	1	-4	1.4	8	-8	-4	-2
O=C1NC(=O)C(Nc2cccc3ccccc23)S1 (stereo not drawn)	-1.0	-1.2	6	3	0.0052	-3	11	-10	10
CC(C)CC(=O)N1CCN(Cc2ccc3c(c2)OCO3)CC1	-0.1	1.2	1	-4	0.035	-9	5	-6	0
COc1ccc(NC(=O)CCC(=O)NCCO)cc1	0.0	-0.1	26	-9	0.0083	4	5	2	-2
Cc1ccc(NC(=O)C[n+]2cc(-c3ccccc3)n3c2CCC3)c(C)c1	0.9	-0.8	10	0	0.27	-5	2	4	-5
COc1cccc(-c2cnc(OC(C)(C)C)nc2OC(C)(C)C)c1	-0.9	-2.3	10	5	0.054	-11	19	.	0
Cc1ccc(N2C(=O)CCC2(C(N)=O)c2ccccc2)cc1 (stereo not drawn)	-0.4	-0.5	-3	-7	-0.094	-15	2	-5	-9
CC(C)(C)Cc1cc(N)on1	1.8	0.3	5	0	0.0028	-13	12	10	8
COc1ccccc1N(Cc1ccccc1)S(=O)(=O)c1cccc(C(=O)O)c1	0.6	-0.3	-21	-1	-1.8	-13	8	.	8
Cc1cc(C(=O)OCC(=O)NCc2cccs2)c2ccccc2n1	3.9	1.0	7	-6	-1.7	7	6	-5	0
Cc1cc(-c2nc(C)c(C(=O)NN)s2)no1	0.4	0.7	-1	2	0.32	2	2	14	10
O=C(O)c1ccccc1-c1nc2ccccc2n1-c1ccccc1	-0.5	0.1	0	-1	0.13	-8	7	11	9
Cc1ccc(S(=O)(=O)N2CCCC(c3nc(-c4ccc(C)o4)no3)C2)cc1 (stereo not drawn)	0.5	-0.7	1	4	.	0	17	-3	6
COc1cc2ccccc2cc1C(=O)NC(=S)Nc1cccc(C(=O)O)c1	-0.8	-0.7	27	-5	-2.9	0	7	4	-5
SMILES	zVAD death inh	TNF necrop inh	Hck-Nef inh	thrombin 1536	KCC2 mod	hK5 inh	FXIIa inh	Rad51 HR inh	FXIa inh 1536
COc1ccc(-c2cc(C(F)(F)F)nc(SCCC(=O)N3CCCC3)n2)cc1	0.4	-0.8	9	2	.	-5	13	-2	1
C/C=C(\C)C(=O)Nc1cccc(C2=NOC3(C2)C[C@H](C(N)=O)N(C(=O)CC#N)C3)c1 (stereo partly drawn)	0.8	0.4	31	1	-0.95	2	8	1	3
O=C(CN(Cc1ccco1)C(=O)CNS(=O)(=O)c1ccccc1)NC1CCCCC1	0.7	-0.3	1	-7	0.96	-11	9	-4	-2
Cc1ccc(-c2cc(NC(=O)CCl)n(-c3ccccc3)n2)cc1	19	-27	2	3	-0.14	0	15	.	4
O=C(Nc1ccc(N2CCOCC2)cc1)c1cccc(S(=O)(=O)N2CCCC2)c1	0.3	-1.8	-1	-1	.	3	12	-5	3
O=C(NCc1nc2ccccc2[nH]1)C1=C[C@@H](c2csc3ccccc23)C[C@@H](OCc2ccc(CO)cc2)O1	5.4	-3.2	2	1	0.055	1	9	.	5
CN(C)S(=O)(=O)c1ccc(NC(=O)N2CCN(c3ccccc3Cl)CC2)cc1	2.0	-1.4	2	-5	.	-23	16	4	13
COc1cccc(CC(=O)NCC2COc3ccccc3O2)c1OC (stereo not drawn)	0.0	0.3	2	-18	-0.17	-12	4	1	-8
Cc1onc(-c2c(F)cccc2Cl)c1C(=O)OCC(=O)c1c[nH]c2ccccc12	0.7	3.9	17	-6	0.081	-1	3	-35	-4
O/C(=C\Sc1nnc(Cc2ccccc2)o1)c1ccc(F)cc1	0.1	-1.1	0	5	0.0054	-19	8	-1	5
CCn1c(SCC(=O)NCc2ccccc2)nnc1-c1c[nH]c2ccccc12	-0.3	0.1	0	14	-0.76	15	23	-8	11
CC(OC(=O)C1=COCCO1)C(=O)Nc1ccc(Oc2ccccc2)cc1 (stereo not drawn)	-0.1	1.2	4	4	0.8	6	1	-2	-4
CC1(C)CC(=O)C(C(=O)/C=C/NCCc2ccccc2)C(=O)C1	1.5	-2.5	2	-4	-0.75	0	0	-2	-6
N#Cc1ccc(NC(=O)CCc2ccc(S(=O)(=O)N3CCOCC3)cc2)cc1	0.7	1.9	6	0	-0.089	-31	-7	-4	-11
CC(=O)N1CCC2(CC1)C(C#N)=C(N)Oc1n[nH]c(CSc3ccc(C)cc3)c12	-0.6	-2.9	0	-11	.	-3	-6	-4	-6
CCOc1cccc(CN2CCCC(CCC(=O)NCc3ccccc3F)C2)c1O (stereo not drawn)	-1.4	1.4	20	-5	-0.3	0	5	.	12
O=C(Nc1nnc(C2CC2)o1)c1ccc(S(=O)(=O)N2CCc3ccccc3C2)cc1	-0.3	0.3	9	-1	1.3	-7	4	.	0
Cc1cc(NC(=O)COC(=O)c2c(C)noc2C)ccc1Br	0.0	0.9	16	-2	0.054	-3	4	-5	1
O=C(Nc1cnn(Cc2ccccc2)c1)NC12CC3CC(CC(C3)C1)C2	0.6	0.7	-1	-1	-1.2	-12	9	-4	5
O=C(O)c1ccc(NC(CSCc2ccccc2F)C(=O)O)c([N+](=O)[O-])c1 (stereo not drawn)	.	-0.2	10	4	0.79	-6	15	.	8
COc1ccc(NC(=O)c2ccco2)cc1NC(=O)c1cc2ccccc2o1	9.6	-0.6	-8	21	-0.98	54*	3	0	-1
Cn1c(CNc2ccc(Cl)cc2)nc2ccccc21	0.0	-0.8	0	-9	.	-3	10	19	16
C/[N+]([O-])=C\CC(=O)c1ccc(-c2ccccc2)cc1	1.0	-0.2	8	2	1.1	3	7	-7	2
COCCCN1C(=O)c2ccc(C(=O)Nc3ccc(OC)cc3)cc2C1=O	0.0	0.9	-1	-3	.	-1	19	-13	16
COc1cccc(NC(=O)COC(=O)Cc2ccc(Cl)cc2)c1	2.9	-0.5	-54	-9	-1.4	-2	1	-3	-5
SMILES	zVAD death inh	TNF necrop inh	Hck-Nef inh	thrombin 1536	KCC2 mod	hK5 inh	FXIIa inh	Rad51 HR inh	FXIa inh 1536
CCOc1cc2[nH]c(=O)n(CCC(=O)NCCc3ccc(OC)c(OC)c3)c(=O)c2cc1OCC	-0.4	-1.1	-1	0	0.22	-10	11	-3	2
CCOC(=O)c1c(NC(=O)C(C)Sc2c[nH]c3ccccc23)sc2c1CCC2 (stereo not drawn)	.	0.4	-6	1	1.3	-7	8	3	-3
CNC(=S)NNc1nc(N2CCOCC2)nc(N2CCOCC2)n1	0.1	1.9	13	5	0.0023	5	0	.	-6
CC(C)(C)OC(=O)N1CCCC1C(=O)N1CCCC1C(=O)N1CCCC1C(=O)O (stereo not drawn)	-0.4	-1.3	1	4	.	4	14	5	5
Cn1c(C(=O)N2CCCc3ccccc32)cc2sccc21	-0.1	-1.4	2	1	-1.4	-8	8	-5	4
O=C(Nc1ccccc1)Nc1sccc1-c1nc2ccccc2s1	0.7	0.4	14	1	0.041	3	9	-22	2
C=CCn1c(-c2ccc(OC)c(OC)c2)n[nH]c1=S	1.9	-0.7	5	0	0.26	-19	0	5	-7
Cc1ccc(-c2noc(CCC(=O)NCc3ccco3)n2)cc1	-0.2	-2.7	7	-3	-0.41	-4	7	-9	-5
CCOCCCNC(=O)C(NC(=O)c1ccc2c(c1)OCO2)c1ccc(OC)cc1 (stereo not drawn)	1.1	1.0	1	-1	.	2	13	-4	1
O=C(O)CSc1ncccc1C(=O)O	0.5	0.7	1	-2	1.1	-18	17	-2	6
O=c1c(/C=N/O)coc2ccc3ccccc3c12	1.9	-0.1	8	3	-0.26	6	17	3	6
S=C(Nc1ccccc1Cl)N1CCN(Cc2ccccc2)CC1	-0.1	1.7	5	0	-2.8	-9	5	.	1
CC1CCCCN1c1nnc(NC(=O)c2cc(-c3ccc(Br)cc3)on2)s1 (stereo not drawn)	3.5	1.7	22	-3	2.4	-4	5	-1	0
O=C(Nc1ccccc1C(=O)O)c1ncn[nH]1	0.0	-2.0	-1	4	0.29	-10	13	-5	1
COCCN(CCOC)S(=O)(=O)c1ccc(C(=O)Nc2nnc(CSC)o2)cc1	5.7	0.5	21	3	0.43	9	12	8	3
CCOC(=O)C1(CC2CCCCO2)CCN(S(=O)(=O)c2ccc(OC)cc2)CC1 (stereo not drawn)	46	2.3	11	-6	-0.33	-6	1	35	-6

Some values from above.
O=c1c(/C=N/O)coc2ccc3ccccc3c12 in FXIIa inh is entered as 17
Cn1c(C(=O)N2CCCc3ccccc32)cc2sccc21 in TNF necrop inh is entered as -1.4

Quoted at random: four records from the list
SMILES	zVAD death inh	TNF necrop inh	Hck-Nef inh	thrombin 1536	KCC2 mod	hK5 inh	FXIIa inh	Rad51 HR inh	FXIa inh 1536
Cn1c(C(=O)N2CCCc3ccccc32)cc2sccc21	-0.1	-1.4	2	1	-1.4	-8	8	-5	4
CCOC(=O)c1c(NC(=O)C(C)Sc2c[nH]c3ccccc23)sc2c1CCC2 (stereo not drawn)	.	0.4	-6	1	1.3	-7	8	3	-3
O=C(Nc1ccccc1)Nc1sccc1-c1nc2ccccc2s1	0.7	0.4	14	1	0.041	3	9	-22	2
Cc1ccc(-c2noc(CCC(=O)NCc3ccco3)n2)cc1	-0.2	-2.7	7	-3	-0.41	-4	7	-9	-5
